mHTT CaM bind – mutant huntingtin-calmodulin interaction inhibitors – biochemical, AlphaScreen, primary screen; P42858; AlphaScreen His-mHTT/GST-CaM binding, luminescence; hit rate 3.6% among 190,000; inhibition, % at 15 µM;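 also: 0% = both proteins with DMSO and 100% = one protein alone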
Pf apPOL inh – Pf-apPOL inhibitors, biochemical, fluorescence | Plasmodium falciparum apicoplast DNA polymerase (apPOL) | hit rate 0.25% among 210,000 | AID 1794808, 2022 | inhibition, % at 10 µM | Recombinant Pf-apPOL, molecular beacon fluorescence, 1.5 h
An asterisk follows results filed as active; . = not tested or not shown; & = joins results of further samples. Rule as the data show it: active = inhibition above about 50%; inactive = the rest. An excerpt; count on the stated rates, not on these rows.

SMILES	mHTT CaM bind	Pf apPOL inh
CCOc1cccc2cc(C(=O)Nc3nccs3)c(=Nc3ccc(Cl)cc3)oc12	-5	-7
CC(=O)Nc1cccc(N2CC(C(=O)NCCc3ccccc3)CC2=O)c1 (centres undefined)	-2	-1
O=S(=O)(Nc1cccc2ccccc12)c1cccc2nonc12	.	0&-10
Cc1ccc(CCN2CC(C(=O)NCCCN3CCCCCC3)CC2=O)cc1 (centres undefined)	6	7
Cc1ccc2oc(-c3cc(NC(=O)c4cccs4)ccc3O)nc2c1	21	-12
O=[N+]([O-])c1cccnc1Sc1cc(Cl)ccc1Cl	.	0&-1
Cc1ccc(CN2CCC(c3nc(-c4cnccn4)n[nH]3)CC2)s1	6	-4
COc1ccc(CNC(=O)c2noc3c2CCCC3)cc1	-7	-6
Cc1cccc(C(=O)NCCNC(=O)c2cccc(C)c2)c1	-3	-6
O=C(NCc1ccccc1)NC1(C(F)(F)F)Oc2ccccc2O1	-5	3
Cc1cccc(-c2cc3n(n2)CCCN(C(=O)COc2ccc(Cl)cc2)C3)c1	83*	3
CC1=N/C(=C\c2ccc([N+](=O)[O-])cc2)C(=O)N1c1ccc(Br)c(C)c1	18	8
Cc1ccc(NC(=O)Cc2cc(C(=O)O)c3ccccc3n2)c(C)c1	12	-1
Cc1cccc(NC(=O)c2cc(I)ccc2Cl)c1	-30	-8
CC(C)(C)C(O)CCNC(=O)C1CC1 (centres undefined)	-2	-6
Cc1noc(COC2CCN(C(=O)NC3CCCCC3)CC2)n1	4	-5
O=C(NCc1csc(-c2cccs2)n1)c1cc(F)cc2c1OCOC2	.	-10
CC1=C(C(=O)Nc2nc3ccccc3s2)C(c2ccc(Cl)cc2)C2=C(CCCC2=O)N1 (centres undefined)	-26	-1
CCOC(=O)N1CCc2nn(CC(=O)Nc3ccccc3)c(=O)cc2C1	21	-2
CCS(=O)(=O)c1ccc(CC(=O)Nc2cccc(C)n2)cc1	-10	1
COc1nccnc1N1CCC(NC(=O)c2ccccn2)C1 (centres undefined)	1	0
CN(C)CCNC(=O)Cc1ccccc1	-6	-7
CCCCNC(=O)C1=Cc2ccccc2OC=C1	-7	-110
CC(NC(=O)OC(C)(C)C)C(=O)NCc1ccccc1 (centres undefined)	.	-8&-6
Cc1sc(N)nc1-c1ccccc1	4	2
CCc1ccc(CN2CCc3nc(Nc4ccc(OC)cc4OC)ncc3C2)cc1	9	-5
CCC(=O)Nc1ccc(NC(=O)c2cc(Br)ccc2OC)cc1	5	-2
Cc1ccccc1NC(=O)c1c(C)nc2sc(C(N)=O)c(N)c2c1-c1cccc(F)c1	38	-4
O=C(Cc1cccc(F)c1)Nc1cc(-c2cccnc2)no1	-13	0
Cc1cc(S(=O)(=O)Nc2ccncc2)c(C)cc1Br	-2	4
Cc1ccc(-n2[nH]c(C)c(C=Nc3ccc(Br)cn3)c2=O)cc1	4	-2
CC1(NC(=O)NC2(C)CCS(=O)(=O)C2)CCS(=O)(=O)C1 (centres undefined)	-1	14
N#Cc1ccc(C(=O)Nc2cc(-c3nc4ncccc4o3)ccc2Cl)c(F)c1	-1	1
COc1ccc(S(=O)(=O)N(CC(=O)NC2CCCC2)c2ccc(Cl)cc2)cc1	-2	-7
CC1Oc2ccc(NC(=O)C3CC3)cc2CN(CC2CC2)C1=O (centres undefined)	6	0
COc1cccc(C=NC2CCN(Cc3ccccc3)CC2)c1OC	.	4
O=C1NC(N2CCOCC2)=N/C1=C/c1ccccc1	-1	-4
COc1ccccc1C(=O)n1nc(C)cc1C	-14	-9
CCNC(=O)c1ccc2c(c1)Sc1ncccc1C(=O)N2C(C)C	4	-1
COc1ccccc1NC(=S)NNC(=O)NNC(=S)Nc1ccccc1OC	.	1
COc1cccc(=O)c2c(C)oc(C)c12	9	.
COc1ccc(C)cc1NC(=O)Cn1c(=O)n(Cc2nc(C)no2)c(=O)c2ccccc21	14	-10
O=C(O)c1nccnc1C(=O)NCCCN1CCOCC1	2	-56
CCCC(C)C(=O)N1CCN(c2ccccc2)CC1 (centres undefined)	1	0
COC(=O)c1ccccc1S(=O)(=O)N1CCCn2nc(-c3cccnc3)cc2C1	4	-4

Reprinted at random: five entries already listed, in no set order.
SMILES	mHTT CaM bind	Pf apPOL inh
COc1ccccc1C(=O)n1nc(C)cc1C	-14	-9
CC1(NC(=O)NC2(C)CCS(=O)(=O)C2)CCS(=O)(=O)C1 (centres undefined)	-1	14
O=C(O)c1nccnc1C(=O)NCCCN1CCOCC1	2	-56
COc1ccccc1NC(=S)NNC(=O)NNC(=S)Nc1ccccc1OC	.	1
CC1Oc2ccc(NC(=O)C3CC3)cc2CN(CC2CC2)C1=O (centres undefined)	6	0

The listing continues.
SMILES	mHTT CaM bind	Pf apPOL inh
Cn1c(N2CCCC(C(=O)Nc3ccc(Cl)cc3)C2)cc(=O)n(C)c1=O (centres undefined)	-11	-5
O=C(Nc1nnc(-c2ccsc2)o1)c1cc(-c2ccccc2)on1	-4	-228
CN1c2cc(F)ccc2C(=O)NC12CCN(C(=O)Cc1cccc(F)c1)CC2	-6	-4
CSc1nnc(-c2nn(C)c3c2CN(C(=O)C2CCCC2)CC3)n1C	6	1
Cc1cc(C(=O)O)c(CSCc2cc(C(=O)O)oc2C)o1	-1	.
COc1ccc(C(O)=C2C(=O)C(=O)N(C)C2c2cccc(F)c2)cc1 (centres undefined)	3	-5
CCC(C)(C)C(=O)Nc1ccc(S(=O)(=O)Nc2ncccn2)cc1	4	-6
O=[N+]([O-])c1cccc(N=Cc2[nH]c3ccc(Br)c(Cl)c3c2O)c1	16	8
CCOC(=O)c1noc(C)c1C(=O)CSc1nc(C)c(C)c(C)c1C#N	.	-1
Brc1ccc(C2C=C(c3ccc(I)cc3)Nc3ncnn32)cc1 (centres undefined)	-6	-11
COc1ccc(-c2nc3sc(CCNC(=O)C(=O)Nc4cccc(C)c4)c(C)n3n2)cc1	6	0
O=C(Cc1cccc(F)c1)N1CCC(c2cnn(-c3ccc(F)cc3)c2)CC1	-1	0
O=C1C2C3c4ccccc4C(CO)(c4ccccc43)C2C(=O)N1c1ccccc1Cl (centres undefined)	14	-1
COc1cccc(N2CCN(C(=O)C3CCN(c4cncnc4N(C)C)CC3)CC2)c1	24	-10
CCC(=O)Nc1nc(C)cc2c1c(=O)oc1ccccc12	-4	-4
Cc1ccc(-n2c(=O)n(CC(=O)Nc3ccccc3)c3cccnc32)cc1	8	-1
COc1ccc(NS(=O)(=O)c2c(C)cc(C)cc2C)c([N+](=O)[O-])c1	10	-4
N#CC1=C(N)OC(N)=C(C#N)C1c1cc(Br)cs1	30	.
O=C(Nc1ccc(F)c(F)c1)c1c(O)c2cccnc2n(-c2cccc(F)c2)c1=O	-10	2
NC(=O)C1CCN(C(=O)c2ccco2)CC1	-8	0
CSCCC(NC(=O)c1ccc(C)o1)C(=O)O (centres undefined)	-1	-2
COc1cc2[nH]c(=O)n(CCCC(=O)NCc3ccc4c(c3)OCO4)c(=O)c2cc1OC	4	5
O=C(Nc1nc2ccc(Cl)cc2s1)c1ccc(S(=O)(=O)N2CCCCC2)cc1	-2	13
NC(=O)C1CCN(CC(=O)Nc2ccc(Br)cc2)CC1	-2	-1
O=C(c1ccc(OCC2CCN(C(=O)C3CCCC3)CC2)cc1)N1CCCC1	-2	-4
CCN1CCN(CC(O)COC2CCCC2C)CC1 (centres undefined)	-7	-8
O=C(NCc1cccc(F)c1)c1ccc2c(c1)NC(=O)C1CCCN21 (centres undefined)	11	1
COCCC1CCN(C(=O)CN2CCOCC2)CC1	-1	-12
CCCNC(=O)c1cc2sccc2n1C	4	-5
O=C(CSc1nc2ccccc2[nH]1)Nc1ccc(Cl)cc1Cl	3	-9
Cc1cc(OCCn2ccnc2)ccc1C(C)C	10	-106
Cc1ccc(CN2C(=O)NC3(CCN(C(=O)c4sccc4C)CC3)C2=O)cc1	2	-4
CC(NC(=O)c1nc(N2CCCC2)c2oc3ccccc3c2n1)c1ccccc1 (centres undefined)	18	4
N#Cc1cc2c(nc1SCC(=O)O)CCCC2	-10	-4
CN1c2cc(C(=O)NCCCc3ccccc3)ccc2C(=O)N2CCCCC21 (centres undefined)	-1	7
Cc1cccc(NC(=O)Cn2c(C(C)C)nc3c(c2=O)CCN(Cc2ccccc2)C3)c1	50	-4
CCC(=O)Nc1cccnc1-c1ccc(C(=O)Nc2ccc(C(C)C)cc2)cc1	24	-8
Cc1cc(C)c2c(N3CCCC3)nc(C(=O)NCC(C)C)nc2n1	13	-3
O=C(CN1CCN(S(=O)(=O)c2cccc([N+](=O)[O-])c2)CC1)c1ccc2c(c1)OCO2	-11	-5
Cc1ccccc1NC(=O)Cn1nc(-c2ccc(Cl)cc2)c2ccccc2c1=O	0	-6
Cc1cc(Nc2ccccc2)c2ccccc2n1	.	-7
Cc1nn(C)c(C)c1CNC(=O)c1cc2n(n1)CCCN(Cc1ccc(F)cc1)C2=O	-3	1
Cc1ccc(NC(=O)c2cc(S(=O)(=O)NCc3ccccc3)ccc2F)cc1Cl	4	2
CC1CCCC1OCC(O)CN(CCO)CCO (centres undefined)	-4	-10
COc1ccc(NC(=O)C2CCCN(c3cnn(C)c(=O)c3)C2)cc1OC (centres undefined)	4	2

Among those listed so far, 5 contain a nitro group on carbon:
SMILES	mHTT CaM bind	Pf apPOL inh
O=[N+]([O-])c1cccnc1Sc1cc(Cl)ccc1Cl	.	0&-1
CC1=N/C(=C\c2ccc([N+](=O)[O-])cc2)C(=O)N1c1ccc(Br)c(C)c1	18	8
O=[N+]([O-])c1cccc(N=Cc2[nH]c3ccc(Br)c(Cl)c3c2O)c1	16	8
COc1ccc(NS(=O)(=O)c2c(C)cc(C)cc2C)c([N+](=O)[O-])c1	10	-4
O=C(CN1CCN(S(=O)(=O)c2cccc([N+](=O)[O-])c2)CC1)c1ccc2c(c1)OCO2	-11	-5

Other entries follow.
SMILES	mHTT CaM bind	Pf apPOL inh
Cc1nc(S(=O)(=O)N(C)CC2(C)CCOCC2)cn1C	0	3
O=C(CSc1nc2ccccc2c(=O)n1C1CC1)Nc1cc(C(F)(F)F)ccc1Cl	0	3
Cc1cc2nc3c(=O)[nH]c(=O)nc-3n(CC(O)C(O)C(O)CO)c2cc1N(C)C (centres undefined)	.	-3
Cc1ccc(C(C)C)cc1S(=O)(=O)N1CCN(c2ccccc2)CC1	-13	-8
CCOC(=O)Nc1cccc(N2CCCCC2=O)c1	-21	-6
NC(=Nc1cc(Cl)ccc1Cl)SCc1ccccc1	.	-1
CCCCC(=O)Nc1ccc(NC(=O)c2ccc(-c3ccccc3)cc2)cc1OC	9	1
O=C(c1ccc(F)c(F)c1)N1CCc2nc(-c3ccc(Cl)cc3)ncc2C1	-7	-1
Cc1ccc(S(=O)(=O)N2CCC3(CC2)NCC(=O)N3Cc2ccccc2)cc1	5	-1
Cn1cc(-c2cc3n(n2)CCCN3C(=O)CCC(=O)NCc2ccccc2)c2ccccc21	33	1
CCCCCCN1CCN(C2CN(CCCC)S(=O)(=O)C2)CC1 (centres undefined)	16	2
O=C(Nc1ccccc1Br)C1CCCN(c2nccc3sccc23)C1 (centres undefined)	2	3
O=C(C=Cc1ccc2c(c1)OCO2)NCCC(O)C1CC1 (centres undefined)	-5	-15
Cc1ccc(NC(=O)CN2CCC(c3nc(-c4ccc(F)cc4)no3)CC2)cc1	-5	5
Cc1ccc(S(=O)(=O)NC(=O)NCCSCc2ccco2)cc1	.	3&26
O=C1OC(c2ccccc2F)=N/C1=C/c1cccc2ccccc12	-6	.
COc1cccc(CNC(=O)C2CCN(c3nc4cccnc4s3)CC2)c1OC	-15	1
O=S(=O)(c1c(F)cccc1F)N(CCc1ccc(F)cc1)C[C@@H](O)COCc1ccccc1	99*	-4
Cn1c(=O)c2c(nc(NC3CCCCC3)n2Cc2ccccc2Cl)n(C)c1=O	4	-1
O=C(NC1CC(=O)N(C2CC2)C1)c1cc(C(F)(F)F)cc(C(F)(F)F)c1 (centres undefined)	-9	-3
Cc1cccc2sc(NC(=O)c3ccc(Cl)cc3[N+](=O)[O-])nc12	14	0
CCC[C@H]1[C@@H](N(C)CC2CCCCC2)CC[C@@]23CCCN2C(=O)CCC[C@@H]13	1	-5
COc1ccccc1NCN1C(=O)c2cc(Cl)c(Cl)cc2C1=O	-3	2
O=[N+]([O-])c1ccc2nc(-c3ccccc3)c(-c3ccccc3)nc2c1	.	-2
O=C1CCCC(OC(=O)c2ccccc2Cl)=C1Cl	.	-8&-2
Cc1ccc(S(=O)(=O)N(C)CC(O)Cn2nc(C)cc2C)cc1 (centres undefined)	-17	-4
O=C(NC1CCCCC1)c1ccccc1NS(=O)(=O)c1ccc2c(c1)OCCO2	-5	1
O=C(Nc1cccc(Br)c1)c1ccc(=O)[nH]n1	-14	-9

Some of these compounds in order of SMILES length, ascending.
SMILES	mHTT CaM bind	Pf apPOL inh
Cc1ccc(S(=O)(=O)N(C)CC(O)Cn2nc(C)cc2C)cc1 (centres undefined)	-17	-4
COc1cccc(CNC(=O)C2CCN(c3nc4cccnc4s3)CC2)c1OC	-15	1
CCC[C@H]1[C@@H](N(C)CC2CCCCC2)CC[C@@]23CCCN2C(=O)CCC[C@@H]13	1	-5

An excerpt of these results, as comma-separated lines.
canonical_smiles,mHTT CaM bind,Pf apPOL inh
O=C(NC1CC(=O)N(C2CC2)C1)c1cc(C(F)(F)F)cc(C(F)(F)F)c1 (centres undefined),-9,-3
Cn1c(=O)c2c(nc(NC3CCCCC3)n2Cc2ccccc2Cl)n(C)c1=O,4,-1
O=C(Nc1cccc(Br)c1)c1ccc(=O)[nH]n1,-14,-9
O=C1CCCC(OC(=O)c2ccccc2Cl)=C1Cl,.,-8&-2
Cc1ccc(S(=O)(=O)N(C)CC(O)Cn2nc(C)cc2C)cc1 (centres undefined),-17,-4
O=S(=O)(c1c(F)cccc1F)N(CCc1ccc(F)cc1)C[C@@H](O)COCc1ccccc1,99*,-4

Compound activity (PubChem BioAssay)
